Hep lipid drop: modulators of hepatic lipid droplet formation; inhibition, % at 6.5 µM; 240,000 tested, 0.4% active; AML12 mouse hepatocytes, oleate lipid droplets, BODIPY imaging; AID 1656;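 active = lipid droplet intensity inhibited by at least 50%, with more than 500 cells counted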
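material = mouse AML12 hepatocyte cell line, fixed after treatment | also added = 100 µM oleic acid challenge | doses = compound at 6.5 µM only | schedule = overnight exposure | technique = Image-based BODIPY and DAPI two-channel analysis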
CSM14.1 death rescue: protection against thapsigargin-triggered cell killing – 384-well, CSM14.1, ATP luminescence, primary screen (AID 1222); CSM14.1 thapsigargin-induced death rescue, ATP luminescence; higher % means a stronger effect; 190,000 tested, under 10 active; cellular ATP content (survival), % at 20 µM; hits with a dose series show EC50 in µM;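 active = EC50 below 50 µM in the dose-response confirmation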;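 also: death triggered by thapsigargin at about 15 µM added after 2 h compound pretreatment; cell ATP read after overnight thapsigargin exposure of roughly 18 to 22 hours; normalized against plate controls of thapsigargin alone and 5% DMSO vehicle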
MT stabilizer: microtubule stabilizers in HeLa cells. HeLa tubulin immunostaining HCS, 24 h; share of cells brighter than vehicle mean+2SD. % tubulin-high responders, % at 10 µM. 200,000 tested, 0.83% active. AID 2205;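 active = plate Z-score above 3 for both tubulin-high and condensed-nucleus cell shares, with cell loss under 80%, at 10 µM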;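 also: anti alpha tubulin signal scored within the nucleus-defined area of each cell; some results filed as inactive read as strong as hits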
M1AAP inhibition: malaria alanyl aminopeptidase activity blockers – biochemical, fluorogenic H-Leu-NHMec substrate, 1536-well (AID 1445). 220,000 tested, 0.42% active. recombinant M1AAP, H-Leu-NHMec fluorogenic kinetic assay; higher % means a stronger effect. inhibition, % at 30 µM, or IC50 in µM where a hit was titrated;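 active = primary inhibition above the hit cutoff, then over 50% inhibition at one or more dose response concentrations, cut at about 23% in these data, passing the limit was not always enough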;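 also: plate controls were DMSO full reaction for no effect and no enzyme background for full effect; strong numbers were not always called active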
Autophagy HCS: modulators of autophagy | MEF GFP-LC3 puncta imaging; test concentration mostly 10 µM | calls only at 10 µM (by protocol) | 190,000 tested, 0.98% active | AID 463193;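 active = percentage of spot-positive cells more than 3 SD above its plate mean, without a fluorescence outlier flag or 80% toxicity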;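 also: spot-positive cell cutoff set from DMSO-treated cells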
Yfh1-off respiration: mitochondrial function rescue without frataxin homolog – Friedreich's ataxia, plus single-dose screen, dose response (AID 1465); S. cerevisiae Yfh1-off respiration, WST-1 reduction, 72 h; higher fold induction means a stronger effect; fold induction at 50 µM, or EC50 in µM where a hit was titrated; 220,000 tested, 0.074% active;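 active = fold induction of absorbance versus untreated yeast above a set limit, then at least 30% activation at any dose in follow-up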;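 also: activators that raise dye reduction in frataxin-depleted yeast; strong numbers were not always called active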
M17LAP inhibition: P. falciparum M17LAP inhibitors, primary screen, biochemical, fluorogenic H-Leu-NHMec substrate, 1536-well (AID 1619); one-dose inhibition, % at 30 µM; IC50 in µM for titrated hits; 220,000 tested, 0.38% active; recombinant M17LAP, H-Leu-NHMec fluorogenic kinetic assay; higher % means a stronger effect;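 active = compound inhibiting the enzyme by more than half at any dose during confirmatory dose-response retesting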;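 also: plate controls were full reaction with DMSO carrier for no effect and no enzyme background for full effect; strong numbers were not always called active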
Dynein cargo inh: dynein cargo transport inhibition; 3617.4 mouse cells, GR-EGFP nuclear translocation imaging; test concentration mostly 20 µM; stimulated with dexamethasone, 1 µM; active compounds read low; z-score, hits read low; 220,000 tested, 0.47% active; AID 1381;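 active = plate z-score of nuclear minus cytoplasmic receptor signal below a set negative limit, without overly bright fluorescence or cell loss, cut at about -3.5 in these data, passing the limit was not always enough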;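 also: z-score of nuclear minus cytoplasmic ring GR-EGFP intensity difference per well; some compounds called inactive have numbers as strong as hits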
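Schedule: 48 h induction, then 1 h compound, then 30 min agonist, 37 °C. Buffer or medium: tetracycline-free induction medium containing charcoal-stripped FBS. Reagent: 1.0 µM final dexamethasone stimulus. Evaluation: nuclear versus cytoplasmic GR-EGFP signal, averaged per well. Signal: high-content fluorescence imaging after fixation.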
Ins promoter up: MIN6 insulin promoter up-regulation. 190,000 tested, 0.3% active. z-score at 5 µM. AID 1625. MIN6 insulin promoter-GFP reporter, high-content imaging; active compounds read high;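 active = z-score above 3 at 5 µM with at least 500 cells counted in the well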
Dynein cargo inh cytoplasmic EGFP: also measured in Dynein cargo inh; calls as there; z-score; measured here: cytoplasmic GR-EGFP intensity; active compounds read high
Dynein cargo inh nuclear GR-EGFP: further read-out of Dynein cargo inh, marked with its call; z-score; measured here: nuclear GR-EGFP intensity;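 lower value marks the stronger effect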
Dynein cargo inh cell count: further read-out of Dynein cargo inh, marked with its call; z-score; measured here: cell count per field
Ins promoter up cell count: also measured in Ins promoter up; calls as there; cell count; measured here: cytotoxicity, nuclei count;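 total cells summed across four imaged fields per well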
Hep lipid drop cells 6.5 µM: further read-out of Hep lipid drop, marked with its call; cell count; measured here: cell count, cytotoxicity flag;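 cells counted across two imaged fields per well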
MT stabilizer Hoechst-high %: recorded beside MT stabilizer, whose call it bears; % Hoechst-high responders; measured here: nuclear condensation Hoechst responders;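 share of cells brighter than vehicle mean plus two SD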
MT stabilizer cytotoxicity %: recorded beside MT stabilizer, whose call it bears; toxicity, %; measured here: cytotoxicity by cell density;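 0% = mean cell density of plate MIN control wells and 100% = no cells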
Autophagy HCS cell loss 18 h: recorded beside Autophagy HCS, whose call it bears; toxicity, %; measured here: cell loss, nuclei count;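 cell loss after 18 h compound exposure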
Numbers without * were called inactive; i = inactive; · = no result given; + = active, no number.

SMILES	Hep lipid drop	Hep lipid drop cells 6.5 µM	CSM14.1 death rescue	MT stabilizer	MT stabilizer Hoechst-high %	MT stabilizer cytotoxicity %	M1AAP inhibition	Autophagy HCS	Autophagy HCS cell loss 18 h	Yfh1-off respiration	M17LAP inhibition	Dynein cargo inh	Dynein cargo inh cytoplasmic EGFP	Dynein cargo inh nuclear GR-EGFP	Dynein cargo inh cell count	Ins promoter up	Ins promoter up cell count
CCCOc1ccc(S(=O)(=O)NCCCN2CCOCC2)c2ccccc12	-14	740	-3.3%	2.2	1.1	1.7	4%	i	-5	i	9%	-0.37	-0.28	-0.29	-0.066	·	·
COc1ccc(C(NC(=O)c2ccc(-c3ccccc3)cc2)c2ccccc2)cc1 (centres undefined)	·	·	-0.2%	1.0	1.9	9.2	1%	i	13	·	1%	-0.26	-0.23	-0.27	0.99	0.32	1485
O=C1OCc2cc(NC(=O)C34CC5CC(CC(C5)C3)C4)ccc21	·	·	-2.0%	2.1	0.9	5.8	-2%	i	1	i	-3%	2.1	-0.092	1.2	-1.8	0.15	1195
Cc1nc2sc(C(N)=O)c(N)c2c2c1CCCC2	-1	719	·	·	·	·	1%	·	·	i	4%	1.5	-0.17	1.4	-1.3	-0.97	894
Cc1cc([N+](=O)[O-])nn1CC(=O)Nc1ccccn1	6	756	-1.9%	3.4	1.6	3.5	-2%	i	22	i	-2%	-0.34	-0.24	-0.064	0.19	·	·
O=C(CSc1ncccc1-c1nc2ccccc2[nH]1)NCc1ccco1	·	·	4.1%	5.6	3.7	7.4	23%	i	10	i	8%	-0.6	-0.26	-0.044	0.6	·	·
O=C(Cc1ccc(Cl)cc1)NCc1nc(-c2ccccc2)no1	1	703	0.3%	3.8	1.4	4.7	6%	i	18	i	3%	0.6	-0.14	0.83	-0.77	-0.04	1615
O=C(NC1CCN(C(=O)N2c3ccccc3Sc3ccccc32)CC1)c1ccco1	·	·	0.7%	13*	14*	24*	-15%	+	19*	i	-2%	1.1	-0.051	1.1	0.44	-0.47	1109
O=C(CCc1ccccc1)Nc1cc(Cl)ccc1O	-8	815	2.3%	2.0	2.1	6.9	6%	i	10	i	24%	0.31	-0.12	0.53	-0.082	0.2	898
CC(=O)Nc1ccc(S(=O)(=O)NCc2ccc3c(c2)cc(C)n3C)cc1	·	·	4.2%	8.6	4.0	10	18%	i	5	i	3%	-0.3	0.15	0.089	0.45	-1.6	906
O=C(NCCc1ccc2c(c1)OCO2)C1CCN(S(=O)(=O)c2ccc(Cl)cc2)CC1	·	·	-0.4%	2.7	1.7	2.4	0%	i	4	i	-2%	2.1	-0.13	1.2	-1.7	-1.4	1122
Cc1ccccc1-n1c(=S)[nH]c2nc3c(cc2c1=O)COC(C)(C)C3	-3	644	·	·	·	·	-3%	·	·	i	19%	0.21	-0.24	0.2	0.58	0.04	1029
COc1c(OC2OC(C(=O)O)C(O)C(O)C2O)cc(O)c2c(=O)cc(-c3ccccc3)oc12 (centres undefined)	-1	697	-1.3%	3.3	2.0	8.4	11%	i	-62	i	37%	-0.13	-0.29	0.23	0.71	0.87	1268
O=S(=O)(/N=C/N1CCOCC1)c1ccc(Cl)cc1	·	·	1.1%	2.7	1.4	1.7	-4%	i	0	i	-7%	-0.43	-0.19	-0.42	1.1	-0.62	1440
COC(=O)C1=C(C)N=c2s/c(=C/c3ccoc3)c(=O)n2C1c1ccccc1 (centres undefined)	13	853	4.1%	2.9	2.3	3.6	10%	i	0	i	6%	7.6	3.6	10	1.3	0.22	1250
CCOc1cccc(C(=O)NC(=S)NCc2cccnc2)c1	-25	541	-2.1%	2.7	2.7	8.3	6%	i	-46	i	18%	0.2	-0.27	-0.18	-0.09	-0.16	2138
O=S(=O)(Nc1nc2ccccc2nc1N1CCN(c2ccccc2F)CC1)c1ccc(Cl)cc1	16	806	-0.1%	2.8	2.5	7.0	14%	i	-2	i	16%	0.28	-0.21	0.25	0.24	·	·
Cc1c(NCc2cc(Cl)cc(Cl)c2O)c(=O)n(-c2ccccc2)n1C	3	801	-1.0%	2.1	2.0	8.7	1%	i	4	i	5%	1.3	-0.099	0.76	-1.5	0.19	921
COCC(=O)Nc1sc2c(c1C(=O)OC)CCCC2	27	784	0.6%	3.2	1.8	9.9	5%	i	-5	i	15%	-1.2	0.54	-0.34	0.74	-0.03	1154
CC(C)n1c(-c2ccccc2)nc(=S)c2c1CCCC2	3	719	-0.9%	3.1	1.8	5.2	6%	i	-1	i	45%	-0.64	-0.27	0.24	0.44	0.11	1318
Cc1ccc(C)c(CSc2nnc(-c3cccnc3)o2)c1	·	·	7.1%	2.5	1.3	2.1	-1%	i	14	i	5%	0.58	-0.19	0.72	0.13	-0.22	1124
COc1ccc(NC(=O)CC2C(=O)N(c3ccccc3)C(=O)N2Cc2ccco2)cc1 (centres undefined)	-14	728	-1.3%	2.6	1.8	1.4	10%	i	16	i	-3%	-0.36	-0.24	-0.46	0.92	-0.29	1250
O=C(COc1ccccc1)Nc1ccc(Cl)cc1Cl	9	765	-2.5%	3.6	2.5	12	8%	i	-3	i	-5%	-0.82	-0.16	-0.33	0.65	0.22	1402
CCOc1ccc(N(CC(=O)NC2CCCC2)C(=O)CCCC(=O)Nc2ccccn2)cc1	1	788	0.4%	2.6	1.5	7.2	8%	i	-5	i	3%	0.2	-0.076	0.3	-0.54	1.1	905
COc1cc(/C=C/CN2CCN(CCC(C)C)C(CCO)C2)ccc1O (centres undefined)	0	705	1.3%	4.4	1.8	12	0%	i	-17	i	8%	1.1	0.48	0.9	-1.5	-0.25	1326
COc1cc(NC(=O)CC(C)C)ccc1NC(=O)c1ccco1	·	·	·	4.9	2.4	3.2	·	i	7	i	·	0.99	-0.3	-0.33	0.19	·	·
Cc1cccc(C)c1NC(=O)CN(c1ccccn1)S(=O)(=O)c1ccccc1	-2	747	-0.6%	3.7	1.5	4.1	6%	i	-3	·	-9%	0.087	-0.29	0.069	0.19	0.14	1173
COc1ccc(/C=C/C(=O)NC(=S)N2CCSCC2)cc1	2	704	-1.0%	3.5	2.0	6.0	3%	i	-9	i	28%	1.6	-0.21	0.6	-0.86	-0.55	1217
CCC/C(=N\NC(=O)c1cccc(C)c1)c1ccccc1	-16	574	1.2%	1.9	2.5	6.8	0%	i	-4	i	1%	-0.69	-0.21	-0.65	0.2	-0.15	1157
Cc1ccc(-c2n[nH]c(=O)c3ccccc23)cc1N	·	·	0.4%	2.2	1.6	4.1	13%	i	-11	i	-1%	-0.27	-0.15	-0.095	0.38	-1.5	1124
NC(=S)Nc1cccc(O)c1	11	666	·	·	·	·	3%	·	·	i	-4%	-0.63	-0.25	0.14	-0.18	0.04	1038
CN(Cc1ccccc1)Cc1nc2c([nH]1)c(=O)[nH]c(=O)n2C	-40	644	·	2.6	3.7	7.0	-2%	i	12	i	-7%	-0.15	-0.3	0.11	0.84	-0.03	1279
CC(=O)Nc1ccc(NC(=O)c2ccccc2S(=O)(=O)c2ccccc2[N+](=O)[O-])cc1	-21	695	-2.0%	3.2	2.4	1.6	7%	i	15	i	-9%	0.17	-0.26	0.13	0.78	1.3	1291
C/C=C\C=C/C(=O)Nc1cccc(C2=NOC3(C2)C[C@@H](C(N)=O)N(C(=O)c2ccccc2)C3)c1 (some centres undefined)	·	·	·	·	·	·	-2%	·	·	i	9%	-0.43	-0.74	-0.12	-0.11	1.1	579
O=C(O)CC(SCc1ccc(C(=O)O)o1)C(=O)O (centres undefined)	2	730	2.7%	3.1	1.2	1.6	4%	i	-6	i	17%	-0.37	-0.22	-0.84	1.3	-0.16	1165
N#C/C(=C\c1cc(Cl)c(OCc2ccc(Cl)cc2)c(Cl)c1)C(N)=O	0	714	·	·	·	·	1%	·	·	i	-11%	0.078	-0.2	0.48	-0.56	-0.16	982
CC(C)CCN(C(=O)CNC(=O)c1cccs1)C(C(=O)NC1CCCC1)c1ccncc1 (centres undefined)	3	698	-0.4%	4.3	3.0	6.6	-3%	i	-1	i	10%	1.9	-0.32	1	-0.7	-0.27	1272
CC(=O)C1=C(C)NC(=O)NC1c1cccc(O)c1 (centres undefined)	0	725	-2.0%	3.7	2.4	0.4	3%	i	-9	i	6%	-0.17	-0.25	-0.2	0.57	1.4	1280
Cc1ccc(NC(=O)C2CC(=O)N(CCc3ccccc3)C2)c(C)c1 (centres undefined)	-11	747	-1.6%	1.5	1.7	6.1	3%	i	-2	i	0%	-0.55	-0.24	0.48	-0.84	0.3	1187
CSc1ccccc1NC(=O)C1C2CCC(C2)C1C(=O)O (centres undefined)	-3	741	1.1%	2.2	1.8	7.1	-2%	i	8	i	-1%	2.3	-0.21	0.9	-1.2	0.19	1454

A few values from above.
For M17LAP inhibition, O=S(=O)(Nc1nc2ccccc2nc1N1CCN(c2ccccc2F)CC1)c1ccc(Cl)cc1 is entered as 16%
For Dynein cargo inh cytoplasmic EGFP, Cc1ccccc1-n1c(=S)[nH]c2nc3c(cc2c1=O)COC(C)(C)C3 is entered as -0.24

Compound activity deposited in PubChem by several laboratories.
